14-3-3 PPI: modulators of human 14-3-3 gamma - Raf peptide interaction; hit rate 0.19% among 160,000; inhibition, % at 40 µM; FP, 14-3-3gamma / TMR-pS259-Raf peptide binding; AID 422; P61981; in the data active means inhibition above about 30%;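 further: 0% = protein plus tracer without compound and 100% = blank with tracer alone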
Target sequence (P61981 whole entry, looked up): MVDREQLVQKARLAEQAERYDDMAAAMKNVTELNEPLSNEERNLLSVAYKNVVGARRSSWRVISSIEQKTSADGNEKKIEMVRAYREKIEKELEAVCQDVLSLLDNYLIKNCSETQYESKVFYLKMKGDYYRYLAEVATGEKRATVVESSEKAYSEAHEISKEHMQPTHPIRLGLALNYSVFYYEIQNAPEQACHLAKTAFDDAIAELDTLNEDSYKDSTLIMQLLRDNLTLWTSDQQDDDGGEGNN
The depositor's hits bear a star; & = joins results of further samples. Some of the compounds tested. The share of hits here may be higher or lower than overall.

Results for CC1CCCCC1NC(=O)CCNC(=O)c1ccc(C(C)(C)C)cc1 (stereo unspecified) ?
14-3-3 PPI: 0.1

What do the screens show for `CCOC(=O)Nc1sc(C)nc1-c1ccccc1`?
14-3-3 PPI: 1.5

What do the screens show for `Cc1cc(C)n2nc(SC(C)C(=O)NC3CCCCCCC3)nc2n1` (stereo unspecified)?
14-3-3 PPI: -11.5

What do the screens show for `Cn1ccnc1SCc1ccc(Cl)cc1`?
14-3-3 PPI: 9.2

How did c1ccc(-n2ncc3c(NCC4CCCO4)ncnc32)cc1 (stereo unspecified) do in these assays?
14-3-3 PPI: 0.2&2.1

Results for CCN1C(=S)NC2c3cc(Cl)ccc3OC1(C)C2C(=O)Nc1ccc(C)cc1C (stereo unspecified) ?
14-3-3 PPI: 0.0

How did CC(=O)Nc1cc(NC(C)=O)c(CC(C)C)s1 do in these assays?
14-3-3 PPI: -2.7

Results for CCCSc1nnc2c(n1)OC(C=Cc1ccc([N+](=O)[O-])o1)Nc1ccccc1-2 (stereo unspecified) ?
14-3-3 PPI: -65.1

Results for CCn1c2ccccc2c2cc(NC(=O)CCc3nc(-c4ccc(OC)cc4)no3)ccc21 ?
14-3-3 PPI: -17.2

What do the screens show for `COc1ccccc1NC(=O)Nc1ccc2c(c1)OCCO2`?
14-3-3 PPI: 7.8

What do the screens show for `CCOc1ccccc1C1C(C(=O)OC2CCCCC2)=C(C)Nc2nc3ccccc3n21` (stereo unspecified)?
14-3-3 PPI: 3.5

Results for N#Cc1cc([N+](=O)[O-])ccc1Sc1ccc([N+](=O)[O-])cc1C#N ?
14-3-3 PPI: -2.4

How did Cc1ccc(-c2n[nH]c(=O)c3ccccc23)cc1S(=O)(=O)NCCN1CCOCC1 do in these assays?
14-3-3 PPI: -6.7

How did CCOc1cccc(C2CC(c3cccc(OC)c3)=NC(c3ccc(C)cc3)N2)c1O (stereo unspecified) do in these assays?
14-3-3 PPI: -1.6

What do the screens show for `O=C(OC1CSc2nc3ccccc3n2C1)c1ccco1` (stereo unspecified)?
14-3-3 PPI: -4.2

What do the screens show for `CCN1CCN(C(=O)Cn2cnc3sc(C)c(C)c3c2=O)CC1`?
14-3-3 PPI: -4.2

Results for CCN(Cc1ccccc1)S(=O)(=O)c1ccc(S(=O)(=O)N2CCN(CCC#N)CC2)cc1 ?
14-3-3 PPI: 0.2

How did CSc1ccc(CN2CCN(CC3CC=CCC3)CC2)cc1 (stereo unspecified) do in these assays?
14-3-3 PPI: -5.0

What do the screens show for `Cc1ccc(Nc2cc(C)nc(-c3ccccc3)n2)cc1`?
14-3-3 PPI: -6.3

What do the screens show for `C=CCOc1nc(N2CCCCC2)nc(N2CCOCC2)n1`?
14-3-3 PPI: 2.8

Results for CCCCOC(=O)Nc1sc2c(c1C(=O)OC)CCC2 ?
14-3-3 PPI: 4.2

Results for CC(=O)c1ccc(NC(=O)CC2SC(N)=NC2=O)cc1 (stereo unspecified) ?
14-3-3 PPI: 1.3

Results for Cc1nnc(NC(=O)CC(NC(=O)C(F)(F)F)c2ccccc2)s1 (stereo unspecified) ?
14-3-3 PPI: 1.0

How did O=C(COC(=O)C1=COCCO1)Nc1ccc2c(c1)OCO2 do in these assays?
14-3-3 PPI: -16.5

Results for O=C(Nc1nnc(-c2ccccc2)o1)c1ccc(F)c(S(=O)(=O)N2CCOCC2)c1 ?
14-3-3 PPI: -14.3

How did CN(Cc1ccccc1)C(C(=O)NC1CCCCC1)c1cc2c(cc1[N+](=O)[O-])OCO2 (stereo unspecified) do in these assays?
14-3-3 PPI: 4.7

How did CCCCn1c(-c2nonc2NC(=O)c2ccccc2Cl)nc2ccccc21 do in these assays?
14-3-3 PPI: -9.6

What do the screens show for `CC(=O)NC(=O)c1cc2c(ccc3ccccc32)oc1=Nc1ccc(C(C)=O)cc1`?
14-3-3 PPI: -11.0

How did CCOC(=O)N1CCC(NC(=O)c2ccc3snnc3c2)CC1 do in these assays?
14-3-3 PPI: 1.2

What do the screens show for `COc1ccc(S(=O)(=O)CCC(=O)NCc2ccccc2)cc1`?
14-3-3 PPI: -12.1

What do the screens show for `CCCOc1ccccc1C1NC(=O)NC(C)=C1C(=O)OCCOC` (stereo unspecified)?
14-3-3 PPI: -1.0&-11.5

What do the screens show for `CSc1nc2c([nH]c3ccccc32)c(=O)n1-c1cccc(C(F)(F)F)c1`?
14-3-3 PPI: -3.8

What do the screens show for `O=C(Nc1cccc(Cl)c1)c1nn2c(c1Br)NC(c1ccc(Br)o1)CC2C(F)(F)F` (stereo unspecified)?
14-3-3 PPI: -241.7

Results for CC1CCCC(C)N1C(=O)CSc1nnc(NC(=O)Cc2cccs2)s1 (stereo unspecified) ?
14-3-3 PPI: -11.5

What do the screens show for `COc1ccc(N2CC(C(=O)Nc3cccc(OC)c3)CC2=O)cc1` (stereo unspecified)?
14-3-3 PPI: 0.4

What do the screens show for `CCc1ccc(NC(=O)c2cc3c(n(-c4ccc(C)cc4)c2=O)CC(C)(C)CC3=O)cc1`?
14-3-3 PPI: -6.9

What do the screens show for `COc1cc(OC)c(C(=O)NC2CC(C)(C)NC(C)(C)C2)cc1OC`?
14-3-3 PPI: 3.8

Results for O=C(CCN1C(=O)c2ccccc2C1=O)Nn1cnnc1 ?
14-3-3 PPI: 0.2

How did Cc1csc2ncc(C(=O)N3CCc4ccccc43)c(=O)n12 do in these assays?
14-3-3 PPI: 1.3

What do the screens show for `CCOC(=O)c1cc2c(=O)n3ccccc3nc2n(Cc2ccccc2)c1=N`?
14-3-3 PPI: -4.9

Results for Cc1oc2c(CN3CCCC3)c(O)ccc2c(=O)c1-c1ccc(Br)cc1 ?
14-3-3 PPI: -5.1

How did CCOC(=O)c1sc2ncnc(Nc3ccc(F)cc3)c2c1C do in these assays?
14-3-3 PPI: 2.2

What do the screens show for `Cn1c(=O)cc(SCC(=O)NCC2CCCO2)c2ccccc21` (stereo unspecified)?
14-3-3 PPI: -3.8&-5.4

Results for Cc1cc(C(F)(F)F)nc(N2CCN(C(c3ccccc3)c3ccccc3)CC2)n1 ?
14-3-3 PPI: -2.4

What do the screens show for `Cc1ccc2nc(SCC(=O)Nc3ccc(Br)cc3)[nH]c2c1`?
14-3-3 PPI: -8.2

Grouped by structure: those above containing bromine
What do the screens show for `O=C(Nc1cccc(Cl)c1)c1nn2c(c1Br)NC(c1ccc(Br)o1)CC2C(F)(F)F` (stereo unspecified)?
14-3-3 PPI: -241.7

Results for Cc1oc2c(CN3CCCC3)c(O)ccc2c(=O)c1-c1ccc(Br)cc1 ?
14-3-3 PPI: -5.1

What do the screens show for `Cc1ccc2nc(SCC(=O)Nc3ccc(Br)cc3)[nH]c2c1`?
14-3-3 PPI: -8.2

More compounds
Results for CCc1ccc(C2C=C(c3ccc(Br)cc3)Nc3nnnn32)cc1 (stereo unspecified) ?
14-3-3 PPI: -6.0

How did CCc1ccc(NC(=O)c2ccc(F)c(S(=O)(=O)N(CC)c3cccc(C)c3)c2)cc1 do in these assays?
14-3-3 PPI: 0.1

How did CCn1c2ccccc2c2cc(NC(=O)Cc3ccc(S(=O)(=O)N4CCOCC4)s3)ccc21 do in these assays?
14-3-3 PPI: -24.4

What do the screens show for `O=C(O)CCc1cc(I)c(Oc2ccc(O)c(I)c2)c(I)c1`?
14-3-3 PPI: -5.9

Results for CC1CCCCC1NC(=O)c1nnc(Cc2ccc(Cl)cc2)o1 (stereo unspecified) ?
14-3-3 PPI: 4.2

Results for O=C(CSc1nnc(-c2csc3c2CCCC3)o1)Nc1ccccc1 ?
14-3-3 PPI: -2.6

What do the screens show for `CC1CCCC(C)N1CCNC(=O)c1cc(=O)[nH]c2ccc(S(=O)(=O)N3CCCCC3C)cc12` (stereo unspecified)?
14-3-3 PPI: -3.4

How did CCCOc1ccc(/C(O)=C2\C(=O)C(=O)N(Cc3cccnc3)C2c2ccc(F)cc2)c(C)c1 (stereo unspecified) do in these assays?
14-3-3 PPI: -2.3

How did COc1ccc(Br)cc1CN1CCN(Cc2cc(OC)c(OC)c(OC)c2)CC1 do in these assays?
14-3-3 PPI: -3.1

What do the screens show for `O=C(O)c1cc2n(n1)C(C(F)(F)F)CC(c1ccccc1)N2` (stereo unspecified)?
14-3-3 PPI: -5.9

How did CC(C(=O)NC1CCCc2ccccc21)N1CCN(Cc2ccc3c(c2)OCO3)CC1 (stereo unspecified) do in these assays?
14-3-3 PPI: 4.5

What do the screens show for `COc1ccc(OC)c(CN2C(=O)c3ccccc3C2C(=O)NC2CCCC(C)C2C)c1` (stereo unspecified)?
14-3-3 PPI: -6.6

Results for CC1(NC(=O)N2CCCCC2)CCS(=O)(=O)C1 (stereo unspecified) ?
14-3-3 PPI: 12.2

How did CC(=O)N1CCN(c2ccc(NCc3ccc(F)cc3)cc2)CC1 do in these assays?
14-3-3 PPI: -3.5

What do the screens show for `CCC(=O)N1CCc2cc(S(=O)(=O)Nc3ccc(S(=O)(=O)N4CCOCC4)cc3)ccc21`?
14-3-3 PPI: -9.3

In the list so far, eight contain an aryl methoxy group.
Results for CCn1c2ccccc2c2cc(NC(=O)CCc3nc(-c4ccc(OC)cc4)no3)ccc21 ?
14-3-3 PPI: -17.2

What do the screens show for `COc1ccccc1NC(=O)Nc1ccc2c(c1)OCCO2`?
14-3-3 PPI: 7.8

How did CCOc1cccc(C2CC(c3cccc(OC)c3)=NC(c3ccc(C)cc3)N2)c1O (stereo unspecified) do in these assays?
14-3-3 PPI: -1.6

What do the screens show for `COc1ccc(S(=O)(=O)CCC(=O)NCc2ccccc2)cc1`?
14-3-3 PPI: -12.1

What do the screens show for `COc1ccc(N2CC(C(=O)Nc3cccc(OC)c3)CC2=O)cc1` (stereo unspecified)?
14-3-3 PPI: 0.4

What do the screens show for `COc1cc(OC)c(C(=O)NC2CC(C)(C)NC(C)(C)C2)cc1OC`?
14-3-3 PPI: 3.8

How did COc1ccc(Br)cc1CN1CCN(Cc2cc(OC)c(OC)c(OC)c2)CC1 do in these assays?
14-3-3 PPI: -3.1

What do the screens show for `COc1ccc(OC)c(CN2C(=O)c3ccccc3C2C(=O)NC2CCCC(C)C2C)c1` (stereo unspecified)?
14-3-3 PPI: -6.6

Further structures follow:
What do the screens show for `O=C(OCc1cc2ccccc2[nH]c1=O)c1ccccn1`?
14-3-3 PPI: -2.1

Results for COc1ccc(-n2c(Cc3cccn3C)nnc2SCC(=O)N2CCOCC2)cc1 ?
14-3-3 PPI: 0.1

What do the screens show for `Cc1nc2ccccc2n1C`?
14-3-3 PPI: 1.4

What do the screens show for `CC1Cc2ccccc2N1C(=O)CSCC(=O)O` (stereo unspecified)?
14-3-3 PPI: 2.3

What do the screens show for `COCCCN1C(=O)C(=O)/C(=C(/O)c2ccc(C)cc2)C1c1ccccc1OC` (stereo unspecified)?
14-3-3 PPI: 4.7

Results for O=C(O)CCCC(=O)NCCc1ccncc1 ?
14-3-3 PPI: 2.4&19.5

How did COc1ccc(-n2cnc3c(sc4nccc(N(C)C)c43)c2=O)cc1 do in these assays?
14-3-3 PPI: -3.6

What do the screens show for `CC(C(=O)NCC1CCCO1)C1Sc2ccccc2N(Cc2ccccc2F)C1=O` (stereo unspecified)?
14-3-3 PPI: -12.3

Results for CCOc1cccc2c1OC(c1cccc(Cl)c1)N1N=C(c3ccc(C)o3)CC21 (stereo unspecified) ?
14-3-3 PPI: -59.6

How did CCc1ccc(OCC(=O)N2c3ccccc3Sc3ccccc32)cc1 do in these assays?
14-3-3 PPI: -1.0

How did Cc1ccc(CCNC(=O)CCS(=O)(=O)Cc2ccccc2C)cc1 do in these assays?
14-3-3 PPI: 11.2

What do the screens show for `CN(C)c1ccc(-c2ncnn2-c2ccc(Cl)cc2)cc1`?
14-3-3 PPI: -8.0

Results for O=C1CCCC2=C1C(c1cccc([N+](=O)[O-])c1)Nc1ccccc1N2 (stereo unspecified) ?
14-3-3 PPI: 3.8

Results for Cc1cc(C(=O)O)c(CCCN)s1 ?
14-3-3 PPI: -4.6

What do the screens show for `CCc1ccc(NC(=O)N(C2CCCC2)C2CCN(C(C)=O)CC2)cc1`?
14-3-3 PPI: -0.9

How did CCc1cc(C(=O)Cc2nc3ccccc3s2)c(O)cc1O do in these assays?
14-3-3 PPI: -4.1

Results for CC(=O)N1CCc2c(sc(NC(=O)c3ccc(S(=O)(=O)N4CCc5ccccc5C4)cc3)c2C(N)=O)C1 ?
14-3-3 PPI: -167.1

What do the screens show for `Cc1cc(C)n(C(=O)c2cccc([N+](=O)[O-])c2)n1`?
14-3-3 PPI: -9.5

Results for COc1ccc(N2CCN(C(=O)c3ccc(C)c(Cl)c3)CC2)cc1 ?
14-3-3 PPI: 6.9

How did Cc1sc2c(c1C)c(=O)n(CCc1ccccc1)c(=O)n2CC(N)=O do in these assays?
14-3-3 PPI: -9.8

How did CCOC(=O)c1c(NC(=O)C(C)Oc2ccc(F)cc2)sc(C(C)=O)c1C (stereo unspecified) do in these assays?
14-3-3 PPI: -5.7

What do the screens show for `Cc1ccc(NC(=O)C(C)Oc2ccc(-c3ccccc3)cc2)c([N+](=O)[O-])c1` (stereo unspecified)?
14-3-3 PPI: -19.6

What do the screens show for `Cc1cc(C)n2nc(SCc3nc4ccccc4[nH]3)nc2n1`?
14-3-3 PPI: 4.8

Results for COc1ccc(S(=O)(=O)N(C)CC(=O)N2CCOCC2)cc1Cl ?
14-3-3 PPI: -6.8

How did CC1Oc2ccccc2N(CC(=O)c2ccccc2)C1=O (stereo unspecified) do in these assays?
14-3-3 PPI: -2.6

How did CCOc1ccccc1-n1c(SCC(=O)NCc2ccco2)nnc1-c1ccncc1 do in these assays?
14-3-3 PPI: -9.6

Results for Cc1cc(OC(=O)c2ccc(C)c([N+](=O)[O-])c2)cc(OC(=O)c2ccc(C)c([N+](=O)[O-])c2)c1 ?
14-3-3 PPI: -7.0

What do the screens show for `COc1ccc(OC)c(S(=O)(=O)N2Cc3ccccc3CC2C(=O)O)c1` (stereo unspecified)?
14-3-3 PPI: 0.5

How did Cc1cc(NC(=O)C2CCN(S(=O)(=O)c3cnc[nH]3)CC2)ccc1Br do in these assays?
14-3-3 PPI: -3.5

Results for COc1ccc2nc(NC(=O)c3cccc([N+](=O)[O-])c3C)sc2c1 ?
14-3-3 PPI: -0.4

How did Cc1noc(C)c1CSc1nnc(-c2cccnc2)n1C1CCCCC1C (stereo unspecified) do in these assays?
14-3-3 PPI: 2.2

How did Cc1[nH]c2ccccc2c1C(Nc1cccc(Cl)c1)c1ccccn1 (stereo unspecified) do in these assays?
14-3-3 PPI: -9.6

Results for COc1cc(Br)cc(C=Nc2cccc(-c3nc4ccccc4o3)c2)c1O ?
14-3-3 PPI: -15.9
